Glioma ERSR ind = ER stress response induction in glioma | U87-MG GRP78 promoter luciferase reporter, 16 h | Potency, µM, inactives show at the top dose activation, hits mostly activators | hit rate 0.02% among 420,000 | AID 602332; also: potency is read from the fitted curve at half-maximal effect; series mostly up to about 76 µM; % of control where 0% means no effect; nearly all actives have a fitted effect of over 35% in size
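Stably transfected U87-MG human glioma cells carrying a GRP78-based luminescent sensor were seeded at 1000 cells/well, pin-dosed with compounds and incubated 16 h. Luciferase reagent was then added, and end-point luminescence was read after 10 min at room temperature.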
APE1 inh = inhibitors of human APE1 endonuclease | P27695 | recombinant APE1, TAMRA/BHQ-2 abasic DNA cleavage fluorescence | Potency, µM (highest dose often 65.8 µM), inactives show at the top dose activity change, negative = inhibition, usual class: inhibitors | hit rate 0.35% among 350,000;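 also: potency is read from the fitted curve at half-maximal effect; plate controls were vehicle for no effect and reference inhibitor for full effect; nearly all actives have a fitted effect of over 55% in size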
Target sequence (P27695 whole entry, looked up): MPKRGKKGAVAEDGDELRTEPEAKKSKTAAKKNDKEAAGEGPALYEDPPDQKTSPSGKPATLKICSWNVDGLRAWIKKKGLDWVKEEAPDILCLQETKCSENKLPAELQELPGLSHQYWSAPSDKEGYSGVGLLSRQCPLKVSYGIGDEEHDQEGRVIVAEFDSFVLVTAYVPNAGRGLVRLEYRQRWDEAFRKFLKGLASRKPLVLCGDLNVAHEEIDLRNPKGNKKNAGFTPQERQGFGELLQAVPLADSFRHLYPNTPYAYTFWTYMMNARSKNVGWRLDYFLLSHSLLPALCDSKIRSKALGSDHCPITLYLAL
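0.75 nM APE1 + cpd, 15 min RT; start w/ 50 nM TAMRA/BHQ-2 THF-abasic dsDNA; kinetic fluor 525/598 nm ×3 reads @60 s; Δ(read3−read1); normalized to DMSO and NSC13755 control wells.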
Pol beta inh = blocks human DNA polymerase beta activity; P06746; Pol beta primer extension/strand displacement, fluorescence kinetic; Potency, µM (highest dose often 114 µM), inactives show at the top dose activity change, negative = inhibition, usual class: inhibitors; hit rate 1.3% among 340,000; also: potency is read from the fitted curve at half-maximal effect; % is scaled to controls: 0 for no effect and ±100 for the full control effect
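Pol beta (10 nM) and compounds were preincubated 15 min at room temperature, then 50 nM substrate (final) started primer extension/strand displacement. Reads were taken at 0 and 10 min; concentration-response data were fitted to a four-parameter Hill equation.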
LDHA block = LDHA (human) enzyme inhibition; P00338; purified LDHA, NADH/diaphorase-resazurin fluorescence; active compounds read low; activity change, % (values are at about 110 or 230 µM); hit rate 0.15% among 480,000; in the data active = activity change below about -30%; inconclusive = mostly about -25% to -30%;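 also: plate controls were DMSO wells for no effect and wells without enzyme for full effect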
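Human LDH5 at 2 nM final in Tris HCl pH 7.4 with 0.06 mM NADH and 0.2 mM pyruvate, reacted 5 minutes at room temperature. Remaining NADH coupled via diaphorase/resazurin; resorufin fluorescence read at 0 and 20 minutes, normalized to enzyme-free and DMSO wells.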
POLK inh = blocks human DNA polymerase kappa activity | hit rate 0.53% among 400,000 | AID 588579 | Potency, µM (series often up to 107 µM), inactives show at the highest dose activity, negative = inhibition, hits mostly inhibitors | purified Pol kappa, fluorescent DNA synthesis assay, 10 min; also: potency is read from the fitted curve at half-maximal effect; % is scaled to controls: 0 for no effect and ±100 for the full control effect
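10 nM Pol kappa preincubated 15 min at room temperature with compounds, then reaction started with substrate at 50 nM final. Fluorescence read kinetically at 0 and 10 min; buffer-only wells served as negative control.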
Apoferritin bind = candidate novel general anesthetic via apoferritin binding; P02791; apoferritin/1-aminoanthracene competitive binding, fluorescence; Potency, µM (titrated, usually from 77.5 µM), inactives show at the highest dose activity change, negative = displacement, actives largely listed as inhibitors; hit rate 0.074% among 350,000; also: potency is read from the fitted curve at half-maximal effect; % is scaled to controls: 0 for no effect and ±100 for the full control effect; nearly all actives have a fitted effect of over 20% in size
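Concentration-response curves derived by four-parameter Hill fitting of normalized fluorescence, where compounds displaced 1-AMA from 10 uM horse apoferritin following a brief 10 min room-temperature incubation; propofol titration acted as positive control.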
POLH inh = DNA polymerase eta (human) inhibition; hit rate 1.2% among 390,000; Potency, µM (doses to about 114 µM), without a hit: at the highest dose activity change, negative = inhibition, usual class: inhibitors; recombinant Pol eta, fluorescent DNA replication assay; Q9Y253; AID 588591; also: potency is read from the fitted curve at half-maximal effect; % is scaled to controls: 0 for no effect and ±100 for the full control effect
Target sequence (Q9Y253 whole entry, looked up): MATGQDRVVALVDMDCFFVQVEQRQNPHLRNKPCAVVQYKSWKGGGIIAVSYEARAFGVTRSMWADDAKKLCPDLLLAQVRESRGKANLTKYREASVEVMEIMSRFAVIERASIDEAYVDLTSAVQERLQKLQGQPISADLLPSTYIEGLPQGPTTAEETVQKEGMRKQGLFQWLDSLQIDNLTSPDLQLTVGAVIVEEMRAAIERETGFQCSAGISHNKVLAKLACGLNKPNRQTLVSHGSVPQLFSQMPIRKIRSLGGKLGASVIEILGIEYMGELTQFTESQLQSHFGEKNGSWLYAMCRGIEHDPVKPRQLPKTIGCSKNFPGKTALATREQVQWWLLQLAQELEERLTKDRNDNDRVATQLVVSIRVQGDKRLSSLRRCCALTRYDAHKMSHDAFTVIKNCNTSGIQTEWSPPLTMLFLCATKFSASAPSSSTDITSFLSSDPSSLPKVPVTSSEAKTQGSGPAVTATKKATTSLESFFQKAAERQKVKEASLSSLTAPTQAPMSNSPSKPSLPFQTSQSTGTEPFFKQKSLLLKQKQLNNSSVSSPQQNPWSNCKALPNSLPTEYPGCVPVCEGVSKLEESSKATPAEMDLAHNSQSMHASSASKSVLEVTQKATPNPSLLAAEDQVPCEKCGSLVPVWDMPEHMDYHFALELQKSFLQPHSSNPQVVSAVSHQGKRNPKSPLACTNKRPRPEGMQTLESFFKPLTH
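Fluorescent replication assay: 50 nM final substrate added after a 15 min room-temperature compound preincubation with 10 nM enzyme. Signal taken at 0 min and again at 10 min.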
POLI inh = inhibitors of human DNA polymerase iota | Q9UNA4 | Pol iota fluorescent replication assay, 10 min | Potency, µM (highest dose often 115 µM), for inactives: at the highest dose activity, negative = inhibition, actives largely listed as inhibitors | hit rate 1% among 390,000 | AID 588590; also: potency is read from the fitted curve at half-maximal effect
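Fluorescent replication assay read twice, at 0 min and 10 min after adding 50 nM (final) substrate. Enzyme (10 nM) and compounds were first incubated 15 min at room temperature; enzyme-free buffer wells were negative controls.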
BLM inh = blocks DNA unwinding by human BLM helicase. P54132. recombinant BLM DNA unwinding, fluorescence dequenching. Potency, µM (top dose mostly 56.1 µM), inactives show at the highest dose activity change, negative = inhibition, actives largely listed as inhibitors. hit rate 0.2% among 350,000. AID 2528;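 also: potency is read from the fitted curve at half-maximal effect; plate controls were vehicle for no effect and no enzyme for full effect; nearly all actives have a fitted effect of over 35% in size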
* hit, by the source's call; ? = inconclusive; nt = not tested or not shown; & = joins results of further samples; ! = not active in a repeat; [ ] = dose if it differs, or a comment. Unless noted, calls follow the shape of the dose curve; as a rule, active = well fitted curve in the direction sought with a large enough effect; inconclusive = small, poorly fitted or top-dose-only effect, or another doubt; inactive = no such curve, though single readings can be large; an effect the other way counts as inactive or inconclusive.

SMILES	Glioma ERSR ind	APE1 inh	Pol beta inh	LDHA block	POLK inh	Apoferritin bind	POLH inh	POLI inh	BLM inh
CCOc1cc(NC(=O)Nc2ccc(F)cc2)c(OCC)cc1NC(=O)CC	-2.5%	-1.0%	13.2%	-0.2	3.7%	-4.1%	-17.3%	29.2%	4.5%
O=C(CN1CCN(c2ncccn2)CC1)NCc1ccc2c(c1)OCO2	-1.9%	23.3%	42.3%	5.2	-4.1%	-8.8%	-10.2%	181.4%[activator]	-4.5%
Cc1ccc(NNC(N)=S)cc1Cl	-0.4%	-2.9%	-3.1%	5.5	-0.6%	-7.3%	-2.5%	8.3%	-2.8%
Cc1ccc(O)c(NC(=O)C2CC(c3ccc(F)cc3)=NO2)c1 (stereo not given)	-3.4%	-8.5%	1.1%	-4.3	-5.8%	-8.8%	-19.0%	13.6%	-0.9%
CC/C(O)=C1\C(=O)CC(c2ccccc2)CC1=NCCC(=O)O (stereo not given)	-5.3%	21.0%	0.3%	-7.4	-5.8%	-6.4%	1.1%	5.1%	7.5%
OC(CNC1CCCc2ccccc21)COc1c(Cl)cccc1Cl (stereo not given)	0.3%	11.2%	25.6%	-16.1	-12.5%	-4.4%	-22.0%	21.0%	-7.3%
CC(C)[C@@H]1C=C(C(=O)O)O[C@H](OCCCCO)C1	-3.1%	2.3%	2.1%	6.3	15.2%	0.5%	-19.1%	16.5%	-0.8%
CC(=O)Nc1cccc(NC(=O)CSc2nc(=O)n(CCN3CCOCC3)c3c2CCCC3)c1	-2.9%	9.8%	nt	-4.1	1.1%	nt	-4.1%	15.3%	nt
CCNc1nc(SCC(=O)Nc2ccccc2)nc(N2CCOCC2)n1	-7.2%	2.7%	9.7%	-4.8	-6.8%	2.7%	0.9%	4.6%	0.9%
O=C(COc1ccc(Oc2ccccc2)cc1)NCc1cn2ccccc2n1	-4.5%	-5.5%	-0.7%	-10.5	-1.6%	-19.1%	-6.0%	112.8%[activator]	0.1%
Cc1nn(CC2CC2)c(=O)n1-c1cccc(Cl)c1	0.0%	-1.8%	0.9%	-2.2	-2.8%	-11.7%	-12.2%	93.6%[activator]	-2.4%
CCc1cccc(CC)c1NC(=O)C1SC(=Nc2ccccc2C)C(c2nc3ccccc3s2)=C1N (stereo not given)	-4.7%	-8.3%	5.3%	-13.7	-8.4%	-7.7%	-15.9%	16.2%	-9.1%
Nc1ccn(C2OC(COP(=O)(O)O)C(O)C2O)c(=O)n1 (stereo not given)	-4.4%	nt	nt	1.0	-16.6%	nt	-15.4%	0.9%	nt
COc1ccc(NC(=O)CCNS(=O)(=O)c2ccc3c(c2)CC(C)N3C(=O)C2CC2)cc1 (stereo not given)	-2.1%	46.0%	45.5%	-3.1	-2.0%	-8.3%	-27.0%	39.7%[activator]	-3.2%
CN(C)S(=O)(=O)N1CCN(c2ccc([N+](=O)[O-])cc2)CC1	-3.7%	-2.6%	1.0%	-1.5	-4.4%	-21.8%	-12.2%	38.8%[activator]	-3.5%
O=C(N/N=C/c1cccnc1)c1cc(-c2ccc(Br)cc2)nc2ccccc12	0.6%	-15.3%	0.7%	-7.5	-7.5%	-14.6%	-3.5%	6.9%	-2.2%
Cc1cccc(C)c1NC(=O)CN(C)C(=O)C1CC(=O)N(c2cccc3ccccc23)C1 (stereo not given)	3.0%	11.4%	nt	1.5	-3.3%	nt	0.1%	22.2%	nt
COc1cc(CC(=O)Nc2ccc(N3CCOCC3)cc2)cc(OC)c1OC	4.2%	13.2%	4.6%	-3.0	-9.1%	-3.9%	1.4%	108.5%[activator]	0.1%
COc1cccc(-c2nnc(NC(=O)c3cccs3)s2)c1	7.9%	3.8%	-5.3%	-1.4	-2.0%	-6.1%	-14.5%	-13.6%	-14.5%
Cc1cc(C)cc(OCC(=O)N2CCC(c3nc4ccccc4s3)CC2)c1	-0.8%	nt	-1.9%	0.6	0.3%	-9.6%	-24.6%	23.6%	-8.4%
CN(C(=O)COC(=O)CNC(=O)c1ccc(C(C)(C)C)cc1)c1c(N)n(Cc2ccccc2)c(=O)[nH]c1=O	0.4%	-17.1%	nt	-4.5	-2.9%	nt	-2.2%	5.8%	nt
COc1ccc(-c2ccc(N(C)C)cc2)cc1[C@H]1[C@@H]2C=CCC[C@@]2(C)C(=O)N1Cc1ccccc1	-4.8%	-3.5%	20.7%	0.8	12.6%	-10.6%	-12.9%	2.5%	-10.2%
O=C(COC(=O)C1=Cc2ccccc2OC1)NCc1ccco1	-3.9%	-0.4%	4.8%	-18.2	-8.1%	-2.8%	-5.9%	-3.8%	1.0%
CCCNC(=O)COC(=O)c1cc2c(=O)n3ccccc3nc2s1	3.4%	14.9%	64.1%	-1.9	-3.5%	89.9%[activator]	-11.8%	7.6%	-8.0%
COc1ccccc1CNC(=O)C(C)n1c(=O)cc(C(F)(F)F)c2c(C)nn(C)c21 (stereo not given)	-5.0%	nt	-17.3%	3.8	0.9%	-1.7%	-10.5%	-3.6%	-0.1%
COc1ccc(-c2nc(SCC(=O)Nc3ccc4c(c3)OCCO4)c(-c3ccccc3)[nH]2)cc1	-2.2%	nt	1.0%	-2.4	7.6%	-7.6%	-13.3%	-21.1%	-8.5%
COc1ccc(CN(C(=O)c2nsc(Cl)c2Cl)C(C(=O)NC2CCCCC2)c2ccc(OC)cc2)cc1 (stereo not given)	-1.2%	1.9%	22.0%	1.8	-8.2%	-17.7%	-12.3%	?	-10.2%
CCc1ccc(C(=O)CN2C(=O)NC(C)(c3ccc(C)cc3)C2=O)cc1 (stereo not given)	-2.1%	-2.3%	-24.3%	-0.3	3.0%	?	?	26.8%	-5.1%
O=C(/C=C/c1ccccn1)c1ccc(Br)cc1O	3.1%	1.6%	-9.5%	3.6	-12.0%	-19.1%	-2.6%	-12.4%	-1.0%
C[C@H](NCCC(c1ccccc1)c1ccccc1)c1ccccc1	-4.7%	-0.8%[21 µM]	nt	nt	-4.9%[12 µM]	9.3%[29.3 µM]	nt	nt	4.4%[21.4 µM]
CCOCCCNC(=O)C1CCN(c2nn3cc(-c4ccc(F)cc4)nc3s2)CC1	?	nt	92.7%	-6.3	2.0%	-9.2%	2.0%	8.4%	-0.4%
COc1cc(NC(=O)NC(C)c2c(-n3cccc3)sc3c2CCCC3)cc(OC)c1OC (stereo not given)	-3.1%	nt	-2.4%	-0.8	-10.1%	1.0%	-28.1%	24.2%	0.3%
COc1cc(/C=C2\C(=O)N(C)C(=S)N2C)ccc1O	-2.0%	-0.7%	15.0%	-1.1	-4.7%	6.5%	-21.8%	-18.1%	1.5%
CC(=O)NC1(c2ccc(F)cc2)CCN(C(=O)Nc2ccc(F)cc2F)CC1	-2.5%	8.7%	29.9%	-0.4	-3.9%	-10.6%	-14.7%	9.5%	-0.7%
O=C(Nc1nnc(S(=O)(=O)N2CCCc3ccccc32)s1)c1cccc(F)c1	-2.7%	nt	-2.2%	-0.9	-8.3%	-12.7%	50.1µM*	21.1%	-0.2%
CCC(C)n1c(SCC(=O)Nc2cc(C(C)(C)C)nn2-c2ccccc2)nc2ccccc2c1=O (stereo not given)	-4.7%	14.0%	-0.3%	-0.8	-5.1%	-0.1%	?	4.5%	-8.1%
O=[N+]([O-])c1ccc(N/N=C/c2cccc(O)c2)cc1	-0.2%	-1.0%	-17.5%	-4.1	-4.4%	-10.9%	-7.2%	?	-14.1%
Cn1c(=O)c2c(ncn2CC(=O)OCC(=O)Nc2ccc(F)cc2Cl)n(C)c1=O	0.0%	42.0%	nt	-6.8	-18.3%	nt	-4.7%	82.1%[activator]	nt
CC1CCN(S(=O)(=O)c2ccc(C(=O)NNC(=O)C3CC3)cc2)CC1	-3.4%	3.1%	0.1%	-2.3	-10.7%	-7.6%	4.3%	20.5%	3.6%
CCOC(=O)C1CCCN(C(=O)Cn2c(=O)cc(C)c3c(C)nn(C)c32)C1 (stereo not given)	-3.0%	nt	14.8%	-7.9	-17.4%	-0.5%	4.7%	28.4%	-0.3%

The last two records of the section above lead into the next.
SMILES	Glioma ERSR ind	APE1 inh	Pol beta inh	LDHA block	POLK inh	Apoferritin bind	POLH inh	POLI inh	BLM inh
CC1CCN(S(=O)(=O)c2ccc(C(=O)NNC(=O)C3CC3)cc2)CC1	-3.4%	3.1%	0.1%	-2.3	-10.7%	-7.6%	4.3%	20.5%	3.6%
CCOC(=O)C1CCCN(C(=O)Cn2c(=O)cc(C)c3c(C)nn(C)c32)C1 (stereo not given)	-3.0%	nt	14.8%	-7.9	-17.4%	-0.5%	4.7%	28.4%	-0.3%
COc1ccccc1NC=C1C(=O)OC2(CCCCC2)OC1=O	2.3%	1.8%	-12.2%	7.2	-3.6%	?	-17.4%	3.0%	-0.2%
COc1ccc(CC(=O)N/N=C(\C)c2cccs2)cc1OC	10.9%	-13.7%	20.0%	-3.1	-1.7%	-3.9%	-15.0%	58.9%[activator]	-0.9%
CC(C)CCCC(C)NS(=O)(=O)Cc1ccccc1 (stereo not given)	-0.4%	-0.8%	-15.3%	0.0	-21.0%	?	-0.8%	41.2%	-8.8%
Cc1nn(Cc2c(F)c(F)c(F)c(F)c2F)c(C)c1NC(=O)c1c([N+](=O)[O-])c(C)nn1C	-5.1%	1.9%	-2.6%	-4.0	-15.5%	-2.8%	0.0%	3.6%	-0.4%
CCOc1ccc(CCNC(=O)COC(=O)CSc2ccccc2C)cc1OCC	-2.9%	-4.4%	12.1%	-6.3	-18.8%	-13.9%	-24.4%	19.9%	-10.7%
N#C/C(=C\c1ccc(O)c(O)c1)C(=O)Nc1ccccc1	?	?	-1.5%[57.1 µM]	-6.4&4.7	?	nt	12.6µM*!	56.2µM*	-18.8%
O=C(NCCc1ccccc1)C1CCN(S(=O)(=O)N2CCCCC2)CC1	1.6%	-10.6%	5.0%	-1.6	-0.2%	7.4%	-18.1%	23.1%	1.3%
CCOc1ccc(N(CC(=O)Nc2ccc3c(c2)OCO3)S(=O)(=O)c2ccccc2)cc1	-2.9%	nt	-7.0%	-2.2	-5.2%	106.3%[activator]	-12.9%	-17.4%	-4.9%

Source: PubChem BioAssay

This is a subset; the hit share may differ from the screen's.
